MBNL1 CUG block: inhibitors of human MBNL1 binding to CUG repeat RNA; Q9NR56; TR-FRET MBNL1-His/biotin-(CUG)12 binding, 665/545 ratio; Potency, µM (highest dose often 57.5 µM), for the others: at the top dose activity change, negative = inhibition, hits mostly inhibitors; 280,000 compounds, 0.036% hits; active means well fitted inhibition curve with a large enough effect in the signal ratio, with a control signal flat, not every such curve was filed as active; inconclusive means small, poorly fitted or top-dose-only effect, or effect the other way, or a change in a side signal; inactive means no such curve, though single readings can be large or run the other way; the % refers to the signal ratio; further: potency means the concentration at half of the fitted maximal effect; on the % scale 0 is the no-effect control and ±100 the full control effect
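Ratiometric TR-FRET (665 over 545 nm, excitation 340 nm) tracks disruption of MBNL1-His/biotin-(CUG)12 complex after 60 min at room temperature, with compounds at 92 nM to 58 uM final.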
RORg inh: blocks mouse ROR gamma transcriptional activity; P51450; Drosophila S2 Gal4-RORgamma UAS-luciferase reporter, 20 h; Potency, µM (top dose mostly 53.6 µM), inactives show at the top dose activity change, negative = inhibition, most hits filed as inhibitors; 310,000 compounds, 5.4% hits; further: potency means the concentration at half of the fitted maximal effect; on the % scale 0 is the no-effect control and ±100 the full control effect; nearly all actives have a fitted effect of over 60% in size
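Drosophila S2 cells stably expressing Gal4-DBD/mouse RORγ fusion under metallothionein promoter plus UAS-luciferase; compound 1 h, then 700 uM CuSO4 induction for 20 h at ambient temperature; inhibition read as reduced luminescence.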
KCNH2 3.1 block: blocks the human KCNH2 3.1 channel isoform; U2OS KCNH2 3.1, thallium flux FluxOr; active compounds read low; activity change, % (tested at about 1.8 µM); 340,000 compounds, 0.95% hits; AID 720553;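 active means maximum activity change below -70%; inconclusive means maximum activity change from -70% to -50%; inactive means maximum activity change above -50%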;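 further: thallium influx rate constant from kinetic fluorescence after stimulation buffer; on the % scale 0 is the no-effect control and ±100 the full control effect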
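Thallium flux via FluxOr fluorescence (Red40 quencher, 45 min loading) in U2OS cells virally expressing the KCNH2 3.1 isoform (1.77 x 10^8 /mL virus, overnight at 37 C). Rate constants from 2-min kinetic reads post-stimulation, normalised to positive and negative controls.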
NPC1 prom act: activators of NPC1 promoter. Huh7 NPC1 promoter luciferase reporter, 24 h. Potency, µM (top dose mostly 9.22 µM), for the others: at the top dose activation, most hits filed as activators. 320,000 compounds, 2.4% hits;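 further: potency means the concentration at half of the fitted maximal effect; % of control where 0% means no effect; nearly all actives have a fitted effect of over 60% in size; reporter is driven by a mutant NPC1 promoter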
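Cells: Huh7 expressing luciferase under the NPC1 promoter, 1500/well. Seeded 2 h, compound added, incubated 24 h at 37 °C. Luciferase reagent, 10 min ambient, then luminescence.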
PKM2 activator: activators of human pyruvate kinase M2; P14618; Potency, µM (highest dose often 57.5 µM), inactives show top-dose activation, hits mostly activators; purified PKM2, Kinase-Glo ATP luminescence, activation; response scale: 0% is enzyme alone, no compound; 260,000 compounds, 0.34% hits; further: potency means the concentration at half of the fitted maximal effect; on the % scale 0 is the no-effect control and ±100 the full control effect; nearly all actives have a fitted effect of over 55% in size
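Purified hPK-M2 (>95% pure) converted ADP (0.1 mM final) to ATP with 0.5 mM PEP in 50 mM imidazole pH7.2, KCl, MgCl2, Tween 20, BSA; 1 h at room temperature. ATP detected by Kinase-Glo luminescence.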
ELG1 repair inh: ELG1-dependent DNA repair inhibition; HEK293T ELG1-luciferase reporter, luminescence, 16 h; DNA damage induced by 5-fluorouridine; Potency, µM (series often up to 46.1 µM), without a hit: top-dose activity change, negative = inhibition, most hits filed as inhibitors; 330,000 compounds, 2.3% hits; further: potency means the concentration at half of the fitted maximal effect; on the % scale 0 is the no-effect control and ±100 the full control effect; nearly all actives have a fitted effect of over 55% in size
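Step one: seed 2,000 cells per well. Step two: pin-transfer compound or DMSO alongside 5-fluorouridine. Step three: incubate 16 hr, 37 °C, 5% CO2. Step four: add ONE-Glo, wait 30 min, read luminescence.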
Menin MLL FP TR: menin-MLL binding inhibition, Texas Red mutant peptide. O00255. Menin + Texas Red MLL mutant peptide, fluorescence polarization. Potency, µM (series often up to 61.6 µM), for inactives: at the highest dose FP activity change, negative = inhibition, most hits filed as inhibitors. 270,000 compounds, 0.23% hits; active means well fitted inhibition curve with a large enough effect in the polarisation, with a control signal flat, not every such curve was filed as active; inconclusive means small, poorly fitted or top-dose-only effect, or effect the other way, or a change in a side signal; inactive means no such curve, though single readings can be large or run the other way; the % refers to the polarisation; further: potency means the concentration at half of the fitted maximal effect; % of control where 0% means no effect; many of its hits are not listed in these tables
Target sequence (O00255 whole entry, looked up): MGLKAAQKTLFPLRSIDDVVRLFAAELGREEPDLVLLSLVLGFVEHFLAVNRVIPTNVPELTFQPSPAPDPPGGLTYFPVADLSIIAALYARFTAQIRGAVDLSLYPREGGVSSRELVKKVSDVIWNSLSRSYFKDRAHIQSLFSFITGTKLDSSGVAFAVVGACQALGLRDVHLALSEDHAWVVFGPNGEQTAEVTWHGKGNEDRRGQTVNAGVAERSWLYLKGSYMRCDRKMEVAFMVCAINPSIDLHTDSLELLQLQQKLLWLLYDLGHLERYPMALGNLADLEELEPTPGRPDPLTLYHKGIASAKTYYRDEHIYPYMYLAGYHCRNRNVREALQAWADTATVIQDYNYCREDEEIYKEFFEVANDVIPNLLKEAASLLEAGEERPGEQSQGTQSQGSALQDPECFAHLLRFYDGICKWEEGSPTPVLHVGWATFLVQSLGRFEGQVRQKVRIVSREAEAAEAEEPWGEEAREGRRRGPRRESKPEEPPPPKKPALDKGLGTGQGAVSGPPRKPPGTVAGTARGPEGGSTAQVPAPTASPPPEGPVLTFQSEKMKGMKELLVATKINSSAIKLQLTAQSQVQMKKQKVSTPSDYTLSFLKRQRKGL
Mito fusion yeast: blocks mitochondrial division or promotes mitochondrial fusion. 320,000 compounds, 0.23% hits. Potency, µM (series often up to 46.1 µM), for inactives: top-dose growth rescue (activation), actives largely listed as activators. S. cerevisiae fusion-defective mutant growth rescue, CellTiterGlo 48 h;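 further: potency means the concentration at half of the fitted maximal effect; % of control where 0% means no effect; nearly all actives have a fitted effect of over 45% in size; temperature-sensitive fusion mutants such as fzo1-1 at 37 °C on non-fermentable ethanol glycerol medium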
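Growth-rescue viability read-out: after 48 h at the non-permissive 37C in glycerol/ethanol YPEG, yeast mitochondrial fusion mutants are measured by CellTiterGlo luminescence; compounds (23 nl pinned per well) restoring growth score as division inhibitors or fusion activators.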
Rab9 prom act: activates the Rab9 promoter. Huh7 Rab9 promoter-luciferase reporter, luminescence, 24 h. Potency, µM (titrated, usually from 9.22 µM), without a hit: top-dose activation, negative = inhibition, most hits filed as activators. 320,000 compounds, 2.8% hits. AID 485297; further: potency means the concentration at half of the fitted maximal effect; % of control where 0% means no effect; nearly all actives have a fitted effect of over 60% in size
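Stable Rab9-luc Huh7, 1500 cells/well, 2 h settle; cmpd in DMSO, 24 h, 37 °C/5% CO2; luciferase reagent 10 min RT; luminescence.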
VP16 counter: Gal4-VP16 reporter inhibition counter-screen; Potency, µM (highest dose often 53.6 µM), without a hit: at the highest dose activity, negative = inhibition, usual class: inhibitors; Drosophila S2 Gal4-VP16 UAS-luciferase, luminescence, 20 h; 310,000 compounds, 3.5% hits;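 further: Gal4-VP16 expression switched on by copper sulfate through the metallothionein promoter; potency means the concentration at half of the fitted maximal effect; on the % scale 0 is the no-effect control and ±100 the full control effect; nearly all actives have a fitted effect of over 50% in size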
FLuc counter: counter-screen for miR-21 project: firefly luciferase inhibitors or activators. P08659. purified FLuc, Km substrates, luminescence inhibition. Potency, µM (series often up to 57.5 µM), without a hit: at the highest dose activity change, negative = inhibition, actives largely listed as inhibitors. 360,000 compounds, 6.9% hits;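 further: potency means the concentration at half of the fitted maximal effect; plate controls were vehicle for no effect and reference inhibitor for full effect; nearly all actives have a fitted effect of over 55% in size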
Target sequence (P08659 whole entry, looked up): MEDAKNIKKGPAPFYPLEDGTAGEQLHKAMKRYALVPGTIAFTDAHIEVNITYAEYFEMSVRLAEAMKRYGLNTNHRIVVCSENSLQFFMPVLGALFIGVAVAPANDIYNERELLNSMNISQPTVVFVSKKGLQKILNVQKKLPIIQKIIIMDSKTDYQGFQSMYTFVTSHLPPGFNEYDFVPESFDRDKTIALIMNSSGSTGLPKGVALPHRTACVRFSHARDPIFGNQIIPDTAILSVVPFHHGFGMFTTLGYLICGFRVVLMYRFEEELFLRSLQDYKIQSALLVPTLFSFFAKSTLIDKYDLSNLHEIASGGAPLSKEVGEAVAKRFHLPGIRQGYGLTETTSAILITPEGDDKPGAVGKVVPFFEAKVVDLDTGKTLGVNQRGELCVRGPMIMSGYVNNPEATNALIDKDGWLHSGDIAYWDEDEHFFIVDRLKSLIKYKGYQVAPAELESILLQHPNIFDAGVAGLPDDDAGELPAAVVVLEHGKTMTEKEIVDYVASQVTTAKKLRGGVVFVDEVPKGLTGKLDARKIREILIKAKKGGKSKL
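Purified P. pyralis luciferase, 10 nM final, with Km-level 10 uM D-luciferin and 10 uM ATP in 50 mM Tris acetate pH 7.5, 10 mM Mg acetate, 0.01% Tween-20, 0.05% BSA; 6-point qHTS titration about 60 µM downward; luminescence read.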
Numbers without * were called inactive; ? = inconclusive; nt = no result given; & = joins results of further samples; [ ] = dose if it differs, or a comment. Unless noted, the call rests on the fitted dose curve; in most records, active means well fitted curve in the direction sought with a large enough effect; inconclusive means small, poorly fitted or top-dose-only effect, or another doubt; inactive means no such curve, though single readings can be large; an effect the other way counts as inactive or inconclusive. These rows are one share of the data (hit frequency here may not be typical).

SMILES	MBNL1 CUG block	RORg inh	KCNH2 3.1 block	NPC1 prom act	PKM2 activator	ELG1 repair inh	Menin MLL FP TR	Mito fusion yeast	Rab9 prom act	VP16 counter	FLuc counter
CCOc1cc(/C=N\NC(=O)c2ccc(C)nc2)cc([N+](=O)[O-])c1O	?	1%	-10	4%	-8%	-2%	20%	5%	-12%	20%	?
Cc1ccc(F)cc1NC(=O)CCNC(=O)c1ccc([N+](=O)[O-])cc1	?	-1%	0	2%	nt	14%	nt	3%	3%	-10%	0%
CC12C(=O)N(NC(=O)c3ccncc3)C(=O)C1C1C=CC2C1 (centres undefined)	-21%	-31%	7	0%	-2%	?	-18%	-2%	-1%	23%	0%
Cc1nc(NCC2CCCO2)c2nnn(Cc3c(F)cccc3Cl)c2n1 (centres undefined)	?	-5%	-13	-3%	-3%	-18%	-9%	6%	-2%	16%	-2%
O=C(Nc1ccc(Cl)cc1)C1c2cccc[n+]2CC(=O)N1Cc1ccc2c(c1)OCO2 (centres undefined)	8%	38%	-3	-1%	4%	8%	10%	0%	3%	28%	-17%
Cc1cccc2sc(NC(=O)CCNS(=O)(=O)c3cccs3)nc12	-4%	?	-8	-10%	3%	?	?	3%	5%	5%	-1%
O=C(CC12CC3CC(CC(C3)C1)C2)NCc1ccncc1	-3%	0%	-10	2%	-2%	1%	4%	6%	-1%	20%	-9%
CCCCNc1nc(N)nc(-c2cc(Cl)ccc2O)n1	13%	32%	3	3.5µM*	-7%	?	?	-4%	2.8µM*	-9%	9.5µM*
COc1ccc(CNc2ncnc3cc(OC)c(OC)cc23)cc1	-2%	?	-10	-1%	12%	-12%	?	-5%	-11%	-3%	-18%
CCc1ccc2c(c1)cc(CN(Cc1ccco1)C(C)=O)c1nnnn12	2%	21%	22	-10%	9%	-22%	-24%	-2%	0%	-9%	-2%
O=C1CC(=O)N(Cc2cccs2)C(=O)N1	-5%	-5%	11	-1%	4%	3%	-10%	-1%	2%	1%	-2%
Cc1sc2nc(CN3CCCC3)nc(N3CCN(C(=O)c4ccco4)CC3)c2c1C	4%	-1%	-9	-2%	8%	-9%	-2%	3%	-2%	-9%	-3%
Cc1cc(=O)cc(C)n1-c1ccc2c(c1)nc(C)n2-c1ccccc1	0%	13%	-1	-3%	-2%	?	-27%	4%	0%	2%	-1%
CC(=O)C1=C(O)C(=O)N(CCc2c[nH]c3ccccc23)C1c1ccccc1 (centres undefined)	34%[activator]	-20%	-2	2%	-4%	8%	9%	-2%	2%	6%	-10%
CCOc1ccc(CN(C(=O)c2ccccn2)c2ccc(OC)c(Cl)c2)cc1	4%	14%	-3	16%	nt	?	-27%	8%	29%	-3%	?
COc1ccc(Cn2ccnc2)cc1Br	-13%	-6%	2	nt	-6%	nt	-26%	-4%	nt	6%	-2%
CC(C)C(=O)O/N=C(\N)c1ccc(Oc2ccc(Cl)cc2)c([N+](=O)[O-])c1	14%	?	-35	2%	-2%	-6%	nt	10%	0%	-7%	-19%
Cc1ccc(COc2ccccc2-c2cc(C(=O)N/N=C/c3cccnc3)[nH]n2)cc1	nt	-45%	7	-27%	3%	23µM*	nt	2%	-21%	?	-6%
Cc1csc(C(=O)O)c1NC(=O)c1c(Cl)cccc1Cl	6%	-16%	-19	0%	nt	9%	13%	-6%	-9%	-8%	2%
CCOC(=O)c1cc[nH]c1CC(=O)NC	-1%	-3%	-8	4%	2%	0%	2%	4%	2%	-12%	-2%
CCOC(=O)Cc1[nH]nc2c1C(Cc1ccccc1)C(C#N)=C(N)O2 (centres undefined)	-22%	-17%	-20	4%	9%	4%	nt	-4%	0%	12%	1%
O=C(NCCC(=O)N1CCCCCCC1)c1ccc(Br)cc1	nt	nt	11	-2%	nt	21%	nt	-15%	-2%	nt	2%
COc1cccc(-c2nc(CS(=O)(=O)CC(=O)Nc3cc(F)ccc3F)c(C)o2)c1	2%	-15%	4	-6%	nt	18µM*	nt	-1%	-5%	6%	2%&-1%
CCCCC(=O)OCc1nc2ccccc2s1	-4%	?	-8	-1%	-7%	?	-1%	-7%	15%	5%	21µM*
COc1cc(C(=O)NC2CC3CCCC(C2)N3C2CC2)cc(OC)c1OC (centres undefined)	14%	-3%	4	-2%	0%	4%	6%	-2%	-4%	-7%	4%

Later entries
SMILES	MBNL1 CUG block	RORg inh	KCNH2 3.1 block	NPC1 prom act	PKM2 activator	ELG1 repair inh	Menin MLL FP TR	Mito fusion yeast	Rab9 prom act	VP16 counter	FLuc counter
Cc1cc(C)n(-c2cccc(CN3CCC(CO)(Cc4ccccc4)CC3)c2)n1	-9%	-27%	?	-2%	0%	-25%	-26%	-1%	-1%	2%	-3%
CSc1nc(N)n2nc(-c3ccc(Cl)cc3)cc2n1	-5%	20%	2	2µM*	-21%	?	nt	4%	1.6µM*	-4%	0.67µM*
Cc1cnc(C(=O)OC(C(=O)c2ccccc2)c2ccccc2)cn1 (centres undefined)	nt	nt	-13	-2%	nt	22%	nt	-4%	-5%	nt	4%
CCc1ccc(CCN2C(=O)c3ccccc3C2=O)nc1	nt	0%	17	-3%	3%	?	nt	1%	2%	-17%	?
O=C(/C=C/c1ccccc1)c1ccccc1O	27%	?	14	-1%	-2%	25%	-3%&-5%	5%	-1%	-6%&-10%	3.4µM*
O=C1Nc2ccc(Br)cc2/C1=N/N=C/C1=C(N2CCOCC2)C(=C\c2ccccc2)/CC1	15%	-12%	-5	0%	-2%	2%	-8%	-1%	1%	7%	?
O=C(N[C@@H](Cc1ccccc1)C(=O)O)c1ccc(C(F)(F)F)cc1	3%	4%	1	-2%	0%	18%	?	-1%	11%	4%	?
O=C(CNC(=O)c1cccc(OC(F)F)c1)Nc1ccc(Cl)cc1	-8%	24%	6	6%	nt	-25%	21%	?	9%	5%	-1%
CC1CCc2sc(C(=O)Nc3ccc(C(N)=O)cc3)cc2C1 (centres undefined)	74%[activator]	8%	2	?	2%	?	nt	8%	25%	-11%	2.4µM*
Cc1nc(CN(C)C(=O)C2CCC(=O)N(CCc3cccc(F)c3)C2)cs1 (centres undefined)	0%	-16%	10	-2%	5%	10%	nt	1%	14%	8%	4%
Cc1cccc2cc(/C=N/NC(=O)c3ccncc3)c(Cl)nc12	12%	-4%	-4	-6%	2%	-11%	nt	-2%	-2%	0%	-1%
Cc1cc(F)c(F)c(C(=O)N2CCC(C)CC2)c1Cl	-4%	21%	-135*	-7%	-3%	-1%	-19%	5%	-1%	6%	0%
CN(C)S(=O)(=O)Nc1ccc2c(c1)OCO2	2%	1%	11	-1%	0%	-6%	-8%	0%	-3%	-4%	-1%
CCOc1ccc(NC(=O)CSc2nc(C3CC3)nc3ccccc23)cc1	-6%	1%	-7	-6%	1%	4%	-21%	5%	-9%	12%	-13%
CCCCCN(C(=O)CCC(=O)OC(C)C(=O)c1ccc(Cl)cc1)c1c(N)n(CCCC)c(=O)[nH]c1=O (centres undefined)	nt	nt	2	-2%	nt	4%	nt	1%	1%	nt	-1%
COc1cc2[nH]c(=S)nc(NCCc3ccc(C)cc3)c2cc1OC	20%	0.89µM*	25	-15%	15%	-29%	4%	0%	-26%	6.3µM*	-1%
COc1ccc(C2(C)NC(=O)N(CC(=O)N3CCc4ccccc43)C2=O)cc1OC (centres undefined)	nt	nt	5	-2%	nt	-2%	nt	-3%	15%	nt	6%
CCC1(CC)NC(=O)N(CC(=O)OCC(=O)c2cc(C)c(C)cc2C)C1=O	nt	nt	1	-3%	nt	-1%	nt	-1%	-6%	nt	3%
Cc1ccc(NC(=S)NCCSc2ccc(Cl)cc2)c(C)c1	?	0.79µM*	6	5%	-19%	-14%	30%[activator]	27%	-7%	1µM*	-2%
N#CC1=C(N)OC2=C(CN(Cc3ccccc3)C/C2=C\c2cccnc2)C1c1cccnc1 (centres undefined)	?	?	28	0%	14%	-16%	?	-2%	2%	11%	1%
CC(=O)Nc1ccc(SCC(=O)c2ccc(Br)s2)cc1	36%[activator]	?	-2	29%	7%	?	?	-3%	?	-89%	-11%
CCOc1ccc(/C=N/OCC(=O)NC(c2ccccc2)c2ccccc2)cc1	nt	?	-6	-5%	-7%	?	-21%	?	-3%	-29%	-4%
O=C(NC(=S)Nc1cccnc1Cl)c1ccc(Cl)cc1	20%	8.9µM*	24	?	nt	?	?	-3%	?	?	17µM*
Cc1ccc(CNC(=O)CN2CCN(c3ccc(F)cc3)CC2)cc1	2%	39%	-4	-1%	2%[11.5 µM]	1%	-2%	4%	1%	-2%	-1%
Cn1c(COc2ccc(Cl)cc2)nnc1SCc1ncc(-c2ccccc2)o1	3%	-10%	-39	-1%	11%	-21%	4%	3%	-4%	4%	1%

Screening results: PubChem BioAssay, National Center for Advancing Translational Sciences (NCATS)
